High-throughput results (PubChem)
S1P3 ag = activates the human S1P3 receptor; Q99500; S1P3 NFAT-BLA reporter cells, agonism, FRET ratio; relative to 1 µM S1P, basal subtracted; activation, % at 4.5 µM; hit rate 0.1% among 60,000;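 active = activation above the screen-wide mean plus 3 SD, cut at about 4.5% in these data, passing the limit was not always enough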; also: some compounds called inactive have numbers as strong as hits
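material = human S1P3 NFAT-BLA reporter CHO cells | schedule = 4 h compound at 37 °C, 2 h substrate at RT | measured by = fluorescent BLA substrate, ex 405 nm, em 460/535 nm ratio | controls = 1 µM S1P reference | replication = primary once, confirmation triplicate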
M1 antagonist = antagonists of rat M1 muscarinic receptor; CHO-M1 cells, Fluo-4 calcium, ACh EC80 antagonist mode; hits give low values; AID 628; hit rate 3.4% among 64,000; P08482; B-score at 10 µM;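 active = calcium fluorescence response, raw or row-and-column corrected B-score, differing from the plate sample mean either way at a set confidence level, mostly lower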
S1P1 ag-PAM = agonists and agonism potentiators of human S1P1 receptor | activation, % at 9.5 µM | AID 449 | hit rate 0.57% among 56,000 | P21453 | S1P1 CRE-bla cells, forskolin, beta-lactamase FRET, potentiator mode; S1P1 agonist co-added at EC20, 2 nM; 100% = saturating reference agonist, 0% = basal;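 active = activation above a cutoff set at the mean activation of all tested compounds plus 3 SD, cut at about 54% in these data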;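 also: forskolin at 4 µM as EC80 and the EC20 agonist is SEW2871; 100% = SEW2871 at its EC100 plus forskolin at EC80; some compounds past the cut are filed as inactive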
M1 agonist = agonists of M1 muscarinic receptor | hit rate 3% among 64,000 | CHO-M1 cells, Fluo-4 calcium fluorescence, agonist mode; hits give high values | B-score at 10 µM | AID 626;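 active = fluorescence rise, raw or as B-score row- and column-corrected plate score, outside the 99.7% band of its plate's samples, either direction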
HTR1E antagonist = 5-HT1E (human) receptor antagonism; AID 571; inhibition, % at 6 µM; hit rate 0.99% among 65,000; CHO 5-HT1E Ga15 NFAT-bla reporter, FRET, antagonist; P28566;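 active = inhibition above a set limit, the mean inhibition across every tested compound plus 3 SD, cut at about 29% in these data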;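 also: signal is the 460 over 535 nm emission ratio of beta-lactamase substrate; 0% = agonist plus DMSO wells and 100% = wells without agonist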
5HT1E ag = 5-HT1E (human) receptor agonism. P28566. CHO 5-HT1E Ga15 NFAT-bla reporter, FRET; 0% DMSO wells, 100% control agonist wells. activation, % at 6 µM. hit rate 0.69% among 65,000;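 active = activation above a set limit, the screen-wide mean activation plus 3 SD, cut at about 8.5% in these data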;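 also: 100% = positive control agonist at 1 µM giving full maximal response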
5HT1a ag = activates the human 5-HT1a serotonin receptor; CHO 5-HT1a Ga15 NFAT-bla reporter, FRET ratio; 0% basal, 100% maximal reference agonist; activation, % at 10 µM; hit rate 0.56% among 65,000; AID 567;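 active = activation above the screen-wide mean activation plus 3 SD, cut at about 19% in these data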;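 also: 0% = DMSO wells and 100% = 5-CT at EC100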
* hit, by the source's call. The list is partial; count on the stated rates, not on these rows.

SMILES	S1P3 ag	M1 antagonist	S1P1 ag-PAM	M1 agonist	HTR1E antagonist	5HT1E ag	5HT1a ag
NS(=O)(=O)c1cc2c(cc1C(F)(F)F)NC(Cc1ccccc1)NS2(=O)=O (stereo not given)	-2.9	-0.16	13	-0.7	1	-2.0	1.7
c1ccc2c(CC3=NCCN3)cccc2c1	-1.1	-0.24	-2	0.75	-19	9.2*	3.5
C[C@]12CC[C@H]3[C@@H](CCC4=CC(=O)CC[C@@]43C)[C@@H]1CC[C@@H]2C(=O)CO	-3.8	1.3	4	-0.36	8	0.8	0.4

Ordered by molecular weight (high to low): part of the list above
SMILES	S1P3 ag	M1 antagonist	S1P1 ag-PAM	M1 agonist	HTR1E antagonist	5HT1E ag	5HT1a ag
NS(=O)(=O)c1cc2c(cc1C(F)(F)F)NC(Cc1ccccc1)NS2(=O)=O (stereo not given)	-2.9	-0.16	13	-0.7	1	-2.0	1.7
C[C@]12CC[C@H]3[C@@H](CCC4=CC(=O)CC[C@@]43C)[C@@H]1CC[C@@H]2C(=O)CO	-3.8	1.3	4	-0.36	8	0.8	0.4
c1ccc2c(CC3=NCCN3)cccc2c1	-1.1	-0.24	-2	0.75	-19	9.2*	3.5

Some entries already given with just HTR1E antagonist:
| Structure | HTR1E antagonist |
| --- | --- |
| c1ccc2c(CC3=NCCN3)cccc2c1 | -19 |
| C[C@]12CC[C@H]3[C@@H](CCC4=CC(=O)CC[C@@]43C)[C@@H]1CC[C@@H]2C(=O)CO | 8 |
